Assay outcomes: PubChem BioAssay, National Center for Advancing Translational Sciences (NCATS)
A350 autofl: qHTS Assay for Spectroscopic Profiling in A350 Spectral Region; Compound autofluorescence, 340/450 nm, Alexa 350 dye-equivalents; active compounds read high; max dye-equivalent concentration, M; 59,000 compounds, 11% hits; AID 590, 2007; in the data active = max dye-equivalent concentration above about 10 nM; inconclusive = mostly about 1.1 nM to 9.6 nM
4MU fluor: qHTS Assay for Spectroscopic Profiling in 4-MU Spectral Region | compound autofluorescence, 340/450 nm, 4-MU equivalents; active compounds read high | max dye-equivalent concentration, M | 59,000 compounds, 11% hits | AID 589, 2007; in the data active = max dye-equivalent concentration above about 10 nM; inconclusive = mostly about 1.1 nM to 9.6 nM
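Intrinsic fluorescence at 340/450 nm (ex/em) was read after 15 min at room temperature in pH 8.0, 100 mM Tris. Each compound concentration expressed as 4-MU-equivalent concentration from a six-point 4-MU standard series on each plate.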
HEK293 cAMP cs: qHTS Assay for Agonists of the Thyroid Stimulating Hormone Receptor: Activators of Intracellular cAMP Concentrations in Parental HEK 293; parental HEK293 CNG cAMP sensor, membrane potential fluorescence; Potency, µM (doses to about 57.1 µM), without a hit: at the highest dose activation, usual class: activators; 73,000 compounds, 2.5% hits; AID 938, 2007; also: potency is read from the fitted curve at half-maximal effect; % of control where 0% means no effect; nearly all actives have a fitted effect of over 55% in size
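Parental HEK 293 cells stably expressing a cAMP-gated CNG channel were loaded with membrane potential dye containing 100 uM RO 20-1724 for 60 min. Compound added for 30 min; depolarization read as fluorescence intensity at 590 nm.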
BRCT inh green: qHTS Assay for Inhibitors of BRCT-Phosphoprotein Interaction (Green Fluorophore). BRCA1 BRCT-phosphopeptide binding, green fluorescence polarization. Potency, µM (top dose mostly 76.9 µM), for inactives: at the top dose activity change, negative = inhibition, usual class: inhibitors. 75,000 compounds, 0.05% hits;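 also: potency is read from the fitted curve at half-maximal effect; plate controls were peptide without protein for full effect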
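Compounds were incubated for 12 min at room temperature with a complex of 100 nM fluorescein-tagged pBACH1 decapeptide and 250 nM His-tagged BRCT protein. Buffer was phosphate pH 7.3 with EDTA, DTT and Tween 20. Disruption of binding lowers the polarization signal.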
Rhodamine fluor: qHTS Assay for Spectroscopic Profiling in Rhodamine Spectral Region | Rhodamine-region fluorescence, 547/598 nm, Tris buffer; active compounds read high | max dye-equivalent concentration, M | 59,000 compounds, 0.05% hits; in the data active = max dye-equivalent concentration above about 11 nM; inconclusive = between about 1.1 nM and that limit
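Intensities are converted to rhodamine-equivalent concentration using a six-point rhodamine standard on each plate. Compounds sit 15 min at room temperature in 100 mM Tris buffer, pH 8.0; read uses the 547/598 nm excitation/emission pair.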
TexasRed autofl: qHTS Assay for Spectroscopic Profiling in Texas Red Spectral Region | max dye-equivalent concentration, M | Compound fluorescence, Texas Red channel, 547/618 nm; active compounds read high | 59,000 compounds, 0.06% hits; in the data active = max dye-equivalent concentration above about 10 nM; inconclusive = between about 1.1 nM and that limit
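qHTS profiling of intrinsic compound fluorescence; 100 mM Tris pH 8.0; 15 min RT; ex 547 / em 618 nm; response expressed as Texas Red dye-equivalent concentration from six-point plate standard.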
USP2a inhib: qHTS Assay for Inhibitors of Ubiquitin-specific Protease USP2a; Ubiquitin carboxyl-terminal hydrolase 2 (Homo sapiens), O75604; USP2a enzymatic assay, qHTS inhibition; Potency, µM (series often up to 38.3 µM), without a hit: top-dose activity change, negative = inhibition, actives largely listed as inhibitors; 60,000 compounds, 0.1% hits; AID 927, 2007;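 also: potency is read from the fitted curve at half-maximal effect; nearly all actives have a fitted effect of over 60% in size; plate controls were DMSO for no effect and NEM full inhibition control for full effect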
Target sequence (O75604 whole entry, looked up): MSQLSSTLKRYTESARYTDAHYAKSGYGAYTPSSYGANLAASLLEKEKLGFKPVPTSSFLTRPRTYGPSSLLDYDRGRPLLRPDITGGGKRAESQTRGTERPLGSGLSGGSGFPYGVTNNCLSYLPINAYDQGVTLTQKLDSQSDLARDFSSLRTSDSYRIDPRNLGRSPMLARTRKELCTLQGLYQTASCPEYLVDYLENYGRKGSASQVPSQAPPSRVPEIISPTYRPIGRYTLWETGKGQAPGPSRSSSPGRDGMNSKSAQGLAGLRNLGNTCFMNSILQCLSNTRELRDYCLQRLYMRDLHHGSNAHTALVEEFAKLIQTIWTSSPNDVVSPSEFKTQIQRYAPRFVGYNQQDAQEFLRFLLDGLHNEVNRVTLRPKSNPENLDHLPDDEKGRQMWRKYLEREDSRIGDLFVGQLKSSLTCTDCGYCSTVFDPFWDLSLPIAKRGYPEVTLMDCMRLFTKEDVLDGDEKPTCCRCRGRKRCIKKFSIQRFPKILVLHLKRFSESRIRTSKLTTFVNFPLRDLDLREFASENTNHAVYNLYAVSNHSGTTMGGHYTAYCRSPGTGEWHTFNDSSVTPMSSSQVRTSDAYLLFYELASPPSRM
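Inhibition is measured in a cell-free coupled assay with 20 nM USP2 core, 20 nM Ub-PLA2 and 20 uM NBD C6-HPC, 2.5 h incubation. Activity normalized to NEM control.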
Casp1 inh: qHTS Assay for Allosteric/Competitive Inhibitors of Caspase-1 | Caspase-1 enzyme, Ac-WEHD-AFC fluorogenic rate | P29466 | AID 900, 2007 | Potency, µM (doses to about 57.5 µM), for the others: at the highest dose activity change, negative = inhibition, actives largely listed as inhibitors | 75,000 compounds, 0.03% hits;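 also: potency is read from the fitted curve at half-maximal effect; plate controls were vehicle for no effect and no substrate for full effect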
BRCT PPI red: qHTS Assay for Inhibitors of BRCT-Phosphoprotein Interaction (Red Fluorophore) | BRCT-phosphopeptide binding, red fluorescence polarization | Potency, µM (doses to about 76.9 µM), for inactives: at the top dose activity change, negative = inhibition, usual class: inhibitors | 75,000 compounds, 0.03% hits | AID 892, 2007; also: % is scaled to controls: 0 for no effect and ±100 for the full control effect
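Rhodamine-labelled pBACH1 10-mer (100 nM) bound to BRCT domain (100 nM) at pH 7.3; compounds incubated 12 min room temperature, polarization read. Free peptide defines full inhibition; unlabelled decapeptide titrated as control.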
Fluorescein fluor: qHTS Assay for Spectroscopic Profiling in Fluorescein Spectral Region. max fluorescein-equivalent concentration, M. Compound autofluorescence, 480/540 nm, fluorescein-equivalent; active compounds read high. 59,000 compounds, 0.91% hits. AID 593, 2007; in the data active = max fluorescein-equivalent concentration above about 10 nM; inconclusive = between about 1.1 nM and that limit
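Tris 100 mM pH 8.0; 15 min RT; CCD read, ex 480/em 540 nm. Output: fluorescein-equivalent concentration per compound concentration, from six-point dye series on each plate.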
Casp7 inh: qHTS Assay for Allosteric/Competitive Inhibitors of Caspase-7; P55210; recombinant caspase-7, Ac-DEVD-AFC fluorescence rate; Potency, µM (series often up to 57.5 µM), for the others: at the top dose activity change, negative = inhibition, most hits filed as inhibitors; 75,000 compounds, 0.02% hits; AID 889, 2007; active = well fitted inhibition curve with a large enough effect in the main read-out, with a control signal flat, not every such curve was filed as active; inconclusive = small, poorly fitted or top-dose-only effect, or a change in a side signal; also: potency is read from the fitted curve at half-maximal effect; % of control where 0% means no effect
Target sequence (P55210 24-198 limits assumed): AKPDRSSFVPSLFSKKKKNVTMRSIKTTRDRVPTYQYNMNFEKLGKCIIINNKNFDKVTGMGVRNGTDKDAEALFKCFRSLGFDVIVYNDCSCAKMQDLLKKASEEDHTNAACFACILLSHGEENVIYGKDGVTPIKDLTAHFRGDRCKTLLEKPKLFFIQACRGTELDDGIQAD
Target sequence (P55210 207-303 limits assumed): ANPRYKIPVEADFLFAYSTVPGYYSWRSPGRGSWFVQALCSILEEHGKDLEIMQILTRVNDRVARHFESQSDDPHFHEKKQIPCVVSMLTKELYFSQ
Active calls of the source: *; i = inactive; u = inconclusive; x = not tested or not shown; [ ] = remark or other dose. Unless noted, calls follow the shape of the dose curve; as a rule, active = well fitted curve in the direction sought with a large enough effect; inconclusive = small, poorly fitted or top-dose-only effect, or another doubt; inactive = no such curve, though single readings can be large; an effect the other way counts as inactive or inconclusive.

compound,A350 autofl,4MU fluor,HEK293 cAMP cs,BRCT inh green,Rhodamine fluor,TexasRed autofl,USP2a inhib,Casp1 inh,BRCT PPI red,Fluorescein fluor,Casp7 inh
Cn1c(=O)c(C(=O)CN2CCOCC2)c(N)n(Cc2ccccc2)c1=O,i,i,12%,0.7%,i,i,2%,1%,-1.1%,i,1%
COc1cccc(N2C(=O)N(c3ccccc3)C3CS(=O)(=O)CC32)c1 (stereo unspecified),x,x,22%,0.1%,x,x,x,-7%,0.3%,x,2%
Cc1ccc(-c2csc(NC(=O)c3cccc(N4C(=O)CCC4=O)c3)n2)o1,x,x,u,-2.8%,x,x,x,5%,-1.3%,x,0%
CCn1ncc(C2=NOC(C(=O)NCCc3ccccc3)C2)c1C (stereo unspecified),x,x,6%,-1.2%,x,x,x,-3%,0.2%,x,0%
Cc1ccc2[nH]c3c(c2c1)CN(C(=O)CN1CC(C)OC(C)C1)CC3 (stereo unspecified),2.5e-08M*,2.1e-08M*,x,x,i,i,x,x,x,1.1e-08M*,x
CCCc1nc2oc3c(NCCN(C)C)ncnc3c2c2c1CCCC2,i,i,u,16%,i,i,35%[activator],-3%,-3.3%,u,-1%
CCOC(=O)C1CCCN(C(=O)c2cc(Cl)ccc2Cl)C1 (stereo unspecified),i,i,u,0.0%,i,i,1%,0%,0.6%,i,0%
Cc1ccc2c(c1)C(c1ccccc1)N(C(=O)C(C)C)CC(=O)N2 (stereo unspecified),x,x,19%,-0.3%,x,x,x,-2%,-2.6%,x,2%
CCOc1cc(C2NC(=O)NC(C)=C2C(=O)OCc2ccccc2)ccc1O (stereo unspecified),i,i,-11%,-0.7%,i,i,4%,2%,-1.3%,i,3%
CCOc1ccc(N(CC(=O)Nc2ccc(F)c(F)c2)S(=O)(=O)c2c(C)noc2C)cc1,x,x,0%,-4.9%,x,x,x,-3%,0.9%,x,-3%
CC(=O)N1CCc2cc(S(=O)(=O)CCC(=O)Nc3ccc4c(c3)OCCO4)ccc21,i,i,0%,2.8%,i,i,7%,3%,1.1%,i,1%
CCN1C(=O)[C@H]2[C@H]3[C@H](O)[C@H](O)C/C(=N/OC/C=C(\C)CCC=C(C)C)[C@H]3CC[C@@H]2C1=O,x,x,7%[11.4 µM],-1.9%[15.4 µM],x,x,x,-10%[11.5 µM],0.9%[15.4 µM],x,1%[11.5 µM]
CC(C)(C)NC(=O)C(Cc1ccccc1)NS(=O)(=O)c1ccc2c(c1)CCC(=O)N2 (stereo unspecified),i,i,8%,-1.0%,i,i,23%,1%,0.2%,i,1%
Cc1ccc(S(=O)(=O)Cc2ccc(C(=O)N3CCCC3)o2)cc1,x,x,u,-1.3%,x,x,x,1%,0.5%,x,1%
Cc1cc(=O)[nH]c2c1cnn2Cc1ccccc1,i,i,4%,0.3%,i,i,1%,-1%,0.8%,i,-2%

Following part:
compound,A350 autofl,4MU fluor,HEK293 cAMP cs,BRCT inh green,Rhodamine fluor,TexasRed autofl,USP2a inhib,Casp1 inh,BRCT PPI red,Fluorescein fluor,Casp7 inh
COc1ccccc1N1CCN(C(=O)C2CC=CCC2C(=O)O)CC1 (stereo unspecified),i,i,9%,-0.5%,i,u,0%,1%,-5.6%,u,-1%
COc1ccc(CCNS(=O)(=O)c2ccc(S(=O)(=O)N3CCCC3)cc2)cc1OC,i,i,-2%,-2.4%,i,u,8%,0%,1.4%,u,-2%
CCOc1ccc(N2CC(C(=O)Nc3ncccc3C)CC2=O)cc1 (stereo unspecified),x,x,-5%,-2.4%,x,x,-2%,0%,0.5%,x,0%
C=CCn1c(Cc2cccs2)nnc1SCC(=O)Nc1cccc(OC)c1,i,i,21%,-1.6%,i,u,13%,3%,0.8%,i,1%
COc1ccc(-c2nnc(SC3CCOC3=O)n2C2CCCCC2)cc1OC (stereo unspecified),i,i,15%,-1.7%,i,i,8%,-2%,-0.3%,i,2%
CC(C)NC[C@H](O)c1ccc(NS(C)(=O)=O)cc1,i,i,-2%,-0.6%,i,u,3%[17.1 µM],2%,1.1%,u,2%
COc1cccc(-n2c(Cc3cc(=O)[nH]c(=O)[nH]3)nnc2SC(C)C)c1,x,x,5%,-2.8%,x,x,x,-2%,0.1%,x,-2%
Cc1nc(-c2ccc3c(c2)OCO3)cs1,x,x,2%,-1.5%,x,x,x,0%,1.7%,x,-1%
CC(C)CCOc1ccc(C(=O)CCNC(C)C(=O)O)cc1 (stereo unspecified),i,i,9%,-1.2%,i,i,1%,-1%,-1.3%,i,1%
CCCCOCCCNS(=O)(=O)c1ccccc1,x,x,8%[11.4 µM],-0.1%,x,x,7%[7.66 µM],0%,0.8%,x,0%
O=C(OCC(=O)N1CCN(C(=O)c2ccco2)CC1)c1ccccc1OCc1ccccc1,i,i,7%,-1.0%,i,i,8%,1%,1.8%,u,0%
CN(C)S(=O)(=O)c1ccc(C(=O)Nc2ccc(CCC(=O)N3CCCC3)cc2)cc1,i,i,1%,0.7%,i,i,32%[activator],2%,0.5%,i,2%
CCCC/C=C/C(NC(=O)OCc1ccccc1Cl)c1ccccc1 (stereo unspecified),x,x,27%,-2.1%,x,x,x,-1%,-1.2%,x,1%
CCCNC(=O)c1nc2ncc(Br)cn2n1,u,i,-3%,-0.6%,i,i,-4%,-1%,0.0%,u,-1%
COC(=O)C1C(c2ccccc2)C(C(=O)N2CCN(C)CC2)C1c1ccccc1 (stereo unspecified),i,i,u,-0.8%,i,i,5%,0%,-0.8%,u,2%

2 neighbouring entries already listed, for reference:
compound,A350 autofl,4MU fluor,HEK293 cAMP cs,BRCT inh green,Rhodamine fluor,TexasRed autofl,USP2a inhib,Casp1 inh,BRCT PPI red,Fluorescein fluor,Casp7 inh
CC(C)CCOc1ccc(C(=O)CCNC(C)C(=O)O)cc1 (stereo unspecified),i,i,9%,-1.2%,i,i,1%,-1%,-1.3%,i,1%
CCCCOCCCNS(=O)(=O)c1ccccc1,x,x,8%[11.4 µM],-0.1%,x,x,7%[7.66 µM],0%,0.8%,x,0%

Other results.
compound,A350 autofl,4MU fluor,HEK293 cAMP cs,BRCT inh green,Rhodamine fluor,TexasRed autofl,USP2a inhib,Casp1 inh,BRCT PPI red,Fluorescein fluor,Casp7 inh
O=C(O)c1cccc(C(=O)Nc2cccc(NC(=O)C3CCCO3)c2)c1 (stereo unspecified),i,i,4%,-2.1%,i,u,-7%,0%,-2.1%,i,1%
Cc1ccc(CNC(=O)C2CCCN(S(=O)(=O)c3cnc[nH]3)C2)cc1 (stereo unspecified),x,x,8%,-2.5%,x,x,x,-1%,-0.2%,x,-2%
Cc1ccc2c(c1)NC(=O)C(CC(=O)NCCCN1CCN(c3cc(Cl)ccc3C)CC1)O2 (stereo unspecified),x,x,1%,-0.5%,x,x,x,0%,-2.0%,x,-2%
CCCC(=O)NC(Nc1ccc(S(=O)(=O)Nc2cc(C)on2)cc1)(C(=O)OCC)C(F)(F)F (stereo unspecified),i,i,11%,-1.7%,i,i,0%,3%,0.8%,i,-5%
O=C1c2ccccc2C(=O)N1n1c(=O)[nH]c2ccccc2c1=O,u,u,-1%,-1.5%,i,i,-6%,0%,0.2%,i,-2%
Cc1nc2cnc(N3CCNCC3)nc2n(CCc2ccccc2)c1=O,6e-08M*,4.9e-08M*,10%,3.5%,i,u,47%[activator],-9%,1.2%,i,-20%
CCOc1cc2c(cc1C(C)(C)C)NC(=O)CS2,i,i,8%,-1.6%,i,i,3%,0%,1.7%,u,-1%
N#Cc1c(-c2ccc(Cl)cc2Cl)nc2n(c1=O)CCS2,i,i,2%,-0.7%,i,i,37%[activator],-3%,0.8%,i,-9%
COc1ccc(OC)c(C(=O)c2coc3ccc(O)c(CN4CCOCC4)c23)c1,u,i,17%,5.9%,i,i,2%,-4%,0.5%,i,x
O=C(N/N=C\c1ccc2c(c1)CCC2)c1ccccc1O,u,i,2%[11.4 µM],1.1%[15.4 µM],i,i,x,0%[11.5 µM],-0.3%[15.4 µM],u,-1%[11.5 µM]
O=C(NCc1ccc2c(c1)OCO2)c1cccc(F)c1,x,x,u,-1.3%,x,x,-3%,0%,0.2%,x,1%
O=C(OCn1nnc2ccccc2c1=O)c1ccc(S(=O)(=O)N2CCOCC2)cc1,i,i,1%,0.2%,i,i,19%,0%,0.6%,i,-3%
Cn1c(COc2ccccc2)nnc1SCc1cc(=O)[nH]c2ccccc12,u,i,3%,0.2%,i,i,37%[activator],1%,1.3%,i,1%

A portion of the library. The share of hits here may be higher or lower than overall.
